# NCI-60 one-dose screen, 48 h, at 10 µM unless noted. Numbers give growth in % (100 = growth as untreated, 0 = no growth, -100 = all killed).
# ACHN – ACHN renal cancer. 4.9% of 81,000 active
# CAKI-1 – CAKI-1 renal cancer. 4.7% of 75,000 active. AID 1794772
# SNB-75 – SNB-75 CNS cancer | 5% of 79,000 active | AID 1794750
# SNB-19 – SNB-19 CNS cancer cells; 2.5% of 81,000 active
# SF-268 – SF-268 CNS cancer cells. 3.1% of 82,000 active
# A498 – A498 renal cancer cells | 5.4% of 76,000 active
# RXF 393 – RXF 393 renal cancer cells | AID 1794773 | 6.9% of 77,000 active
# SF-539 – SF-539 CNS cancer. 6.8% of 81,000 active
# Active calls of the source: *; · = not tested or not shown; & = joins results of further samples; [ ] = dose if it differs, or a comment. How the source made its calls: active means growth percent below 10; inactive means the rest. These rows are one share of the data (hit frequency here may not be typical).
# Sequence of screens – ACHN	CAKI-1	SNB-75	SNB-19	SF-268	A498	RXF 393	SF-539
COc1ccc(C(O)(C(=O)O)c2ccc(OC)cc2)cc1
  86	100	101	97	95	95	109	87
CCNc1nc2c(s1)C1=CC[C@@H]3[C@H](CC[C@]4(C)C(=O)CC[C@@H]34)[C@@]1(C)CC2
  112	92	93	104	107	116	127	104
CC1CN2C(=O)C1(c1ccccc1)C(=O)NC2=S (configuration not stated)
  101	121	85	108	106	100	102	100
COc1cc(OC)c(S(=O)(=O)N(CCCl)CCCl)cc1C(=O)/C=C/c1ccccc1
  94	100	116	92	100	114	95	101
CC1CNCCN1c1ccc(Cl)cc1 (configuration not stated)
  104	·	93	104	108	80	118	109
O=S(=O)(O)CCBr
  122	99	88	104	110	87	92	110
CNP(=O)(NC)NC
  100	104	106	104	102	90	130	97
CN1C(=O)C(=Cc2coc3ccccc3c2=O)C(=O)N(C)C1=O
  93	106	85	·	98	121	92	·
CCOc1ccc(Cc2nc3cc(C(=O)N(CC)CC)ccc3n2CC2CCCCC2)cc1
  102	·	86	106	97	91	101	91
S=c1nc2[se]c3c(c2c(Nc2ccccc2)[nH]1)CCCCC3
  93	96	86	117	107	94	97	106
O=[P+](O)c1ccccc1
  102	103	97	106	103	104	115	104
COc1ccc2c(c1OC)C(=O)O[C@@H]2[C@H]1c2cc3c(cc2CCN1C)OCO3
  120	111&93	111&102	110&106	112&114	110	40&107	102&105
c1ccc2c(c1)ccc1oc3ccc4ccccc4c3c12
  103	85	109	105	106	164	114	98
CN1C(=O)NC(=O)C(N=Nc2ccc(Cl)cc2)C1=O (configuration not stated)
  88	·	126	106	94	61	107	101
COc1cc(C=C2C(=O)NC(=O)NC2=O)cc(Cl)c1OCCCCC1CCCCC1
  99	·	103	96	93	88	104	96
CN1C2CCC1CC(=O)C2
  103	90	83	105	101	104	105	96
N#CCC(=O)c1ccccc1
  106	101	84	111	94	117	108	111
NC1=NC(=O)N2C[C@H]12
  111	104	87	112	107	98	117	99
CC(C)CC(N(C)C)C1(c2ccc(Cl)cc2)CCC1 (configuration not stated)
  91	88	91	108	105	83	97	97
CC(Cc1ccc2c(c1)OCO2)NN (configuration not stated)
  99	·	91	105	100	77	111	92
CC[C@]12C=CCN3CC[C@@]4(c5ccc(OC)cc5N(C)[C@H]4[C@@](O)(C(=O)OC)[C@@H]1OC(=O)CCCC[P+](c1ccccc1)(c1ccccc1)c1ccccc1)[C@@H]32
  93	86	-13*	13	16	52	-13*	19
CCN(CC)CC(=O)c1ccc(Br)cc1
  95	96	95	102	105	105	109	99
CS/C(N)=N\N=C(/CF)C(=O)O
  110	98	83	91	116	93	114	113
C[C@@H]1CCC2[C@@H](C)[C@H](OC(=O)CCC(=O)NCCNC(=O)Cc3cc(=O)oc4cc(N(C)C)ccc34)O[C@@H]3O[C@]4(C)CC[C@@H]1C23OO4 (some centres not stated)
  40	44	61	65	57	65	62	55
CCCC(C)SP(=S)(SC(C)CCC)SC(C)CCC (configuration not stated)
  113	104	106	108	104	113	96	103
[N-]=[N+]=C1C(=O)NN=C1c1ccccc1
  104	104	119	109	102	99	153	112
Oc1c(Cl)cc(Cl)cc1CCl
  96	117	89	101	97	98	112	97
N#Cc1ccc(NC(=O)N2CC2)cc1
  96	76	103	102	107	88	105	108
O=C(C(=O)N1CCOCC1)c1cn(Cc2ccc(Cn3cc(C(=O)C(=O)N4CCOCC4)c4cc(Br)ccc43)cc2)c2ccc(Br)cc12
  64	67	37	72	70	48	52	88
CC1=C(CO)C2=C(C)C3(CC3)[C@@](C)(O)C(=O)C2=C1
  -16*	-17*	-84*	11	4.5*	-66*	8.4*	-63*
Cc1nnc(N/N=C/c2ccc(N(CCCl)CCCl)cc2)n1N
  70	67	107	95	84	·	110	83
O=C1NC(=S)NC(=O)C1=C/C=C/c1ccccc1
  95	91	81	104	110	104	113	95
CC(NC(=O)C(Cl)(Cl)Cl)C(=O)O (configuration not stated)
  98	92	84	103	106	99	97	96
O=S1(=O)CC2(N3CCOCC3)CCCCC21 (configuration not stated)
  106&104	104&98	101&94	97&103	114&106	113&81	107	104&107
CC1CCN(C(CC(=O)c2ccccc2)C(=O)c2ccccc2)CC1 (configuration not stated)
  99	·	90	102	110	106	102	103
c1ccc(COc2ccc3[nH]cc(CCN(Cc4ccccc4)Cc4ccccc4)c3c2)cc1
  97	72	89	104	92	105	91	97
CNC(=O)Oc1ccc2ccccc2c1
  93	91	93	98	92	102	121	103
Cc1c(C)c(N)c(C)c(C)c1N
  -8.6*	47	110	82	91	102	84	108
Oc1ccccc1C=NCCN=Cc1ccccc1O
  103	102	98	98	97	78	109	106
Nc1c(F)cc(-c2nc3cc(F)ccc3[se]2)cc1Br
  27	·	73	95	99	31	75	88

# Full records, quoted from the list. Values in the order: ACHN	CAKI-1	SNB-75	SNB-19	SF-268	A498	RXF 393	SF-539
# `Oc1ccccc1C=NCCN=Cc1ccccc1O` in the list: 103	102	98	98	97	78	109	106
# `O=S1(=O)CC2(N3CCOCC3)CCCCC21` (configuration not stated) in the list: 106&104	104&98	101&94	97&103	114&106	113&81	107	104&107
# `O=C1NC(=S)NC(=O)C1=C/C=C/c1ccccc1` in the list: 95	91	81	104	110	104	113	95
# `Cc1nnc(N/N=C/c2ccc(N(CCCl)CCCl)cc2)n1N` in the list: 70	67	107	95	84	·	110	83
# `CNC(=O)Oc1ccc2ccccc2c1` in the list: 93	91	93	98	92	102	121	103

# Next compounds
# Sequence of screens – ACHN	CAKI-1	SNB-75	SNB-19	SF-268	A498	RXF 393	SF-539
NCC(O)c1cccc(O)c1 (configuration not stated)
  100&100	105&102	100&88	97&103	105&105	105&106	103&115	103&103
C=CCc1cc(-c2cc(CC=C)c(O)c(CNCCCl)c2)cc(CNCCCl)c1O
  89	79	59	99	98	50	98	97
Nc1ccc(S(=O)(=O)F)cc1
  109	101	99	105	100	95	100	103
COCCOC(=O)Cc1ccccc1
  105	100	81	101	101	71	106	·
O=C(N/N=C/c1ccc([N+](=O)[O-])o1)c1cc([N+](=O)[O-])cc([N+](=O)[O-])c1O
  91	89	83	100	101	80	102	112
N#CC(C#N)=Cc1ccc2ccccc2c1
  107	101	103	106	116	·	96	107
CC(C)(NC(=O)c1nn(Cc2ccc(F)cc2)c2ccccc12)c1ccccc1
  103	·	78	109	88	86	89	104
CCN=C=S
  97	87	83	99	106	102	112	95
NC(N)=NCCCOc1ccccc1
  100&96	84&84	98&85	99&106	105&105	106	103&106	95&96
CCCOC(=O)N[C@H]1CCc2c(Br)c(OC)c(OC)c(OC)c2-c2ccc(SC)c(=O)cc21
  28	11	20	23	18	·	14	0.7*
CCCCCCN1C[C@@H]2[C@H](C1)[C@@H]1C=C[C@H]2C1
  98	93	91	97	100	99	110	97
Cc1cccc(OCC(O)CN2CC2)c1 (configuration not stated)
  117	109	85	114	100	94	131	121
CCOC(=O)[C@@H](C)C[C@H](Cc1ccccc1)NC(=O)c1nc([C@@H](C[C@H](C(C)C)N(C)C(=O)[C@@H](NC(=O)[C@H]2CCCCN2C)C(C)C)OC(C)=O)sc1CCOCc1ccccc1
  -22*	-24*	-11*	4.7*	-38*	·	-14*	-69*
Fc1ccc(C2=NN(c3cc(Cl)cc(Cl)c3)C(c3sc(N(CCCl)CCCl)nc3Cl)C2)cc1 (configuration not stated)
  97	73	85	88	92	95	113	112
CCOP(=O)(OCC)/C(C#N)=C/c1ccc(Br)cc1
  99	76	87	97	95	121	·	96
Clc1c2ccccc2c(Cl)c2ccccc12
  107	162	104	108	109	91	129	112
CC(O)C1CCC2C3CCC4=CC(=O)CCC4(C)C3CCC12C (configuration not stated)
  96	67	88	99	91	89	81	90
CC(=O)C(c1c(O)c2ccccc2oc1=O)c1cc(=O)oc2cc(C)ccc12 (configuration not stated)
  107	·	65	95	95	79	87	105
O=C(/C=C/c1sc(N(CCCl)CCCl)nc1Cl)c1ccccc1
  102	81	89	93	99	99	111	101
S=C(SSC(=S)N(Cc1ccccc1)Cc1ccccc1)N(Cc1ccccc1)Cc1ccccc1
  63	55	81	60	62	79	82	67
Nc1nc(N)c2cnnn2n1
  121	103	89	102	100	74	120	91
CCN(CC)CP(CN(CC)CC)CN(CC)CC
  97	100	78	108	103	108	107	96
CC1(C)CC[C@]2(C(=O)NCC(=O)OCc3cn(C4OC(OO)C(O)C(O)C4O)nn3)CC[C@]3(C)C(=CC[C@@H]4[C@@]5(C)CC[C@H](O)C(C)(C)[C@@H]5CC[C@]43C)[C@@H]2C1 (some centres not stated)
  99	·	88	101	99	111	122	102
CNC(=O)O/N=C/C(C)(C)SC
  115	103	99	106	102	99	·	111
N#CCCN1CC1
  114	103	103	102	100	97	99	105
COC(CN(C)Cc1c[nH]c2ccccc12)OC
  97	78	95	106	105	103	111	105
C/C(CCl)=N\NC1=NC(C)(CCl)P(=O)(NNc2ncccn2)S1 (configuration not stated)
  104	96	95	99	99	141	102	96
O=S1(=O)OCCOS(=O)(=O)C1(Br)Br
  106	96	·	108	99	102	97	99
NC(Cc1cc(Br)c(O)c(Br)c1)C(=O)O (configuration not stated)
  95	90	87	100	107	122	102	99
O=C(NC(O)C(Cl)(Cl)Cl)c1ccccc1O (configuration not stated)
  112	95	97	104	101	101	115	101
Cc1ccc2oc(=O)c3c(c2c1)OC(N)=C(C(N)=O)C3c1ccc([N+](=O)[O-])cc1 (configuration not stated)
  98	90	85	99	102	82	·	95
COS(=O)(=O)c1ccc(C)cc1
  90	89	81	103	101	88	124	93
COc1cc(C=Nc2cccc(C(=O)O)c2)ccc1N(CCCl)CCCl
  82	95	101	102	113	102	99	102
CCN(CC)C(C)CC(C#N)(c1ccccc1)c1ccccc1 (configuration not stated)
  102	100	66	72	73	67	86	90
COc1cc([C@@H]2c3cc4c(cc3[C@H](OC(C)=O)[C@H]3COC(=O)[C@@H]23)OCO4)cc(OC)c1OC
  30	·	4.6*	·	33	-16*	52	-33*
CC(C)(C)CC(C)(C)c1ccc(O)cc1
  95	·	105	101	107	108	98	104
COC(=O)[C@H](C[C@H](Cc1ccccc1)NC(=O)c1csc([C@@H](C[C@H](C(C)C)N(C)C(=O)[C@@H](NC(=O)[C@H]2CCCCN2C)C(C)C)OC(C)=O)n1)NC(=O)OCc1ccccc1
  13[8.5 µM]	35[8.5 µM]	23[8.5 µM]	16[8.5 µM]	13[8.5 µM]	·	20[8.5 µM]	-22*[8.5 µM]
CC1(C)N=C(N)N=C(N)N1c1ccc(OCCCCOc2ccc(S(=O)(=O)F)cc2)c(Cl)c1
  25	44	38	24	18	29	28	12
Cc1sc2nc(N3CC4CC(C3)c3cccc(=O)n3C4)[nH]c(=O)c2c1C (configuration not stated)
  104	88	90	101	98	108	114	97
N#Cc1ccc(Cn2cc(/C=C3/C(=O)C4CCN3CC4)c3cccnc32)cc1
  94	87	85	98	88	85	104	99
CCC(=O)OC1CC2=CC(=O)CCC2(C)C2CCC3(C)C(OC(=O)CC)CCC3C12 (configuration not stated)
  103	·	86	98	107	91	96	113
CN(CCF)/N=N/c1nc[nH]c1C(N)=O
  37	14	31	99	37	87	77	38
COc1ccccc1N1CCN(CCc2c[nH]c3cc4c(cc23)OCO4)CC1
  78	76	92	80	92	108	76	78
COc1ccc(/C=C(/c2cc(OC)c(OC)c(OC)c2)c2nn[nH]n2)cc1
  104	96	87	111	98	102	102	·
O=C(OCCc1ccccc1)C(Cl)(Cl)Cl
  108	97	91	105	106	72	120	97
COc1cccc(C2N3CCCN2CC3)c1 (configuration not stated)
  105	95	89	103	98	84	138	108
CC(C)OC(=O)c1nn(Cc2ccccc2)c2cc(F)c(F)cc12
  95	92	87	100	94	98	126	94
CC(C)c1cccc(C(C)C)c1OCCN1CCCC1
  93	87	83	103	103	72	123	104
CCO[C@H]1CC[C@@]2(C)[C@@H](CC[C@@H]3[C@@H]2CC[C@@]2(C)[C@H]3C[C@@H]3OB(O)O[C@@H]32)C1
  104	85	102	100	107	72	105	97
CNCCc1cc2c(cc1C=O)OCO2
  102	101	89	103	109	98	109	101

# The listing continues.
# Sequence of screens – ACHN	CAKI-1	SNB-75	SNB-19	SF-268	A498	RXF 393	SF-539
Cc1cc(C)c(C)c(C(O)(C(=O)O)c2ccccc2)c1C (configuration not stated)
  103	107	96	87	100	99	118	105
Cl[Se](Cl)(c1ccccc1)c1ccccc1
  98	94	87	110	106	100	100	107
O=[N+]([O-])c1ccc2c3c(cccc13)-c1ccccc1-2
  98	100	87	94	106	99	101	105
Oc1c2c3c4c5c1N=CC=5CC[N+]=4C1(O)CCC3(CCN2)CC1
  106	·	93	105	87	111	115	100
O=C(/C=C/c1ccc(OC(F)(F)F)cc1)c1nc2ccccc2n1Cc1ccc(Br)cc1
  94	78	74	85	90	96	84	97
CCCCCCNP(=O)(OCC)OCC
  120	94	121	103	108	130	123	115
NNc1nc2nc(N)nc(N)n2n1
  104	104	115	104	105	118	122	102
ClP(Cl)(c1ccccc1)(c1ccccc1)c1ccccc1
  92	·	85	112	111	112	123	97
CC(C)(C)c1ccc(OP(=O)(Oc2ccccc2)Oc2ccc(C(C)(C)C)cc2)cc1
  94	75	93	101	100	·	113	108
O=C1NC(=S)NC(=O)C1=Cc1ccc(F)cc1
  110	94	115	121	105	98	106	96

# A second format for part of the listing above:
SMILES | ACHN | CAKI-1 | SNB-75 | SNB-19 | SF-268 | A498 | RXF 393 | SF-539
CCCCCCNP(=O)(OCC)OCC | 120 | 94 | 121 | 103 | 108 | 130 | 123 | 115
O=C1NC(=S)NC(=O)C1=Cc1ccc(F)cc1 | 110 | 94 | 115 | 121 | 105 | 98 | 106 | 96

# Screening results deposited in PubChem by NCI.
